# NTMT1 inh – NTMT1 methyltransferase inhibition | Q9BV86 | NTMT1 MTase-Glo SAH luminescence, purified enzyme | Potency, µM (titrated, usually from 114 µM), for inactives: at the highest dose activity change, negative = inhibition, hits mostly inhibitors | hit rate 2.5% among 59,000 | AID 1645870;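 further: plate controls were DMSO vehicle for no effect and no enzyme for full effect; nearly all actives have a fitted effect of over 65% in size; many of its hits are not listed in these tables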
# Target sequence (Q9BV86 whole entry, looked up): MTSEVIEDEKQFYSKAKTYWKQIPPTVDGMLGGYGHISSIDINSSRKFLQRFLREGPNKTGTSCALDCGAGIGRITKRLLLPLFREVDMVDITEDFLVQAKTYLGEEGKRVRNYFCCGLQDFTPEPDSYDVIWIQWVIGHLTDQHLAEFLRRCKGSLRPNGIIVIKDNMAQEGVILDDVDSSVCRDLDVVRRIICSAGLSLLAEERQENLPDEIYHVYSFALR
# FH mod – Identification of activators of human fumarate hydratase by quantitative high-throughput screening; FH coupled MDH/diaphorase resazurin fluorescence, 15 min; hit rate 0.22% among 54,000; Potency, µM (highest dose often 79.9 µM), inactives show top-dose activity change, negative = inhibition, actives largely listed as inhibitors; further: the screen sought activators but most active calls are inhibition curves; nearly all actives have a fitted effect of over 45% in size
# Target sequence (P07954 whole entry, looked up): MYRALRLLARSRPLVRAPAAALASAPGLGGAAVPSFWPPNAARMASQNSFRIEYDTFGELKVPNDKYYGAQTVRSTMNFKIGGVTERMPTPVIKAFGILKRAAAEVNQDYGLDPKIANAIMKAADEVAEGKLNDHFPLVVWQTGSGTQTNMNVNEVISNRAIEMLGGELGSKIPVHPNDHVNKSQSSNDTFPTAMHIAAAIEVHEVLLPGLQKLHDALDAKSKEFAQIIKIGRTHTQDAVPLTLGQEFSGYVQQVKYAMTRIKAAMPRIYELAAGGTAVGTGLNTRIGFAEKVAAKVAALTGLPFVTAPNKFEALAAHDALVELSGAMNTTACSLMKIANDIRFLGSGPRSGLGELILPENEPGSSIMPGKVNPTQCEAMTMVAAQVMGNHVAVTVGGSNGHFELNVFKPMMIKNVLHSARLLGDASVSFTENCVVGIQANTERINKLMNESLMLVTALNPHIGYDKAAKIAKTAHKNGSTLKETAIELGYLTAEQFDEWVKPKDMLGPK
# p53null 39C kill – p53 null cell cytotoxicity, nonpermissive temperature. H1299 p53-null (neo) cells, 39C, ATPlite viability, 24 h. Potency, µM (titrated, usually from 46.1 µM), for the others: top-dose activity, negative = cell killing, usual class: cytotoxic. hit rate 0.97% among 55,000. AID 904;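 further: 0% = DMSO only and -100% = full killing by 100 µM tamoxifen; nearly all actives have a fitted effect of over 50% in size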
#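 Temperature-shift cytotoxicity format: compound titrations on p53-null or A138V-expressing H1299 cells held 24 hr at 39C, cell ATP then measured, AC50 from Hill model.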
# p53null 32C tox – p53 null cell cytotoxicity, permissive temperature | AID 903 | Potency, µM (doses to about 46.1 µM), for the others: at the top dose activity change, negative = cytotoxicity, actives largely listed as cytotoxic | H1299-neo p53 null cells, ATP luminescence, 24 h, 32C | hit rate 0.62% among 55,000;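 further: 0% = DMSO only and -100% = full killing by 100 µM tamoxifen; nearly all actives have a fitted effect of over 55% in size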
#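 Overnight 37C seeding (600 cells/well) of H1299-neo preceded a 24 hr, 32C exposure to compounds up to 46 uM. ATP levels, read by luminescence after 20 min at RT, indicated surviving cells.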
# The depositor's hits bear a star; ? = inconclusive; · = not tested or not shown; [ ] = another dose, or the depositor's remark. The call rests on the fitted dose curve; in most records, active means well fitted curve in the direction sought with a large enough effect; inconclusive means small, poorly fitted or top-dose-only effect, or another doubt; inactive means no such curve, though single readings can be large; an effect the other way counts as inactive or inconclusive. Unless noted, on the % scale 0 is the no-effect control and ±100 the full control effect; potency means the concentration at half of the fitted maximal effect. An excerpt. The share of hits here may be higher or lower than overall.
# Preview:
SMILES,NTMT1 inh,FH mod,p53null 39C kill,p53null 32C tox
COc1cc(OC)cc(C(=O)Nc2ccc(Br)cc2C(=O)c2ccccc2)c1,·,·,·,-13.0%
Cc1cc(/C=C2\C(=O)NC(=S)N(C)C2=O)c(C)n1C1CCCCC1,·,·,·,-16.6%
Cc1cccc(OP(=O)(Nc2cccnc2)Oc2cccc(C)c2)c1,·,·,·,-14.9%
Cc1cccc(-n2c(O)c(/C=N/Nc3nc4c(c(=O)n(C)c(=O)n4C)n3C)c(=O)[nH]c2=S)c1,·,·,·,-11.1%

# Results, previewed entries included:
SMILES,NTMT1 inh,FH mod,p53null 39C kill,p53null 32C tox
COc1cc(OC)cc(C(=O)Nc2ccc(Br)cc2C(=O)c2ccccc2)c1,·,·,·,-13.0%
Cc1cc(/C=C2\C(=O)NC(=S)N(C)C2=O)c(C)n1C1CCCCC1,·,·,·,-16.6%
Cc1cccc(OP(=O)(Nc2cccnc2)Oc2cccc(C)c2)c1,·,·,·,-14.9%
Cc1cccc(-n2c(O)c(/C=N/Nc3nc4c(c(=O)n(C)c(=O)n4C)n3C)c(=O)[nH]c2=S)c1,·,·,·,-11.1%
O=C1NC(=O)N(c2ccc3c(c2)OCO3)C(=O)/C1=C\c1ccc(N2CCCCC2)o1,·,·,·,-25.1%
CN1CCN(c2nc3ccccn3c(=O)c2C=C2C(=O)N(C)C(=O)N(C)C2=O)CC1,·,·,·,1.0%
Cc1ccc(-n2c(C)cc(/C=C3/C(=O)NC(=O)N(Cc4ccco4)C3=O)c2C)cc1,·,·,·,-0.3%
Cn1c(=O)c2c(nc(N/N=C/c3c(O)n(-c4ccccc4)c(=S)[nH]c3=O)n2C)n(C)c1=O,·,·,·,3.1%
COc1cccc(/C=C2\N=C(c3cncc(Br)c3)OC2=O)c1,·,·,·,-5.6%
CCOc1ccccc1NC(=O)N1CCC2(CC1)OCCO2,·,·,·,13.5%
Cc1cccc(OP(=O)(NCc2ccccc2)Oc2cccc(C)c2)c1,·,·,·,-12.6%
O=C1N=c2ccccc2=C/C1=C\c1c(O)[nH]c(=S)[nH]c1=O,·,·,·,1.0%
Cc1ccc(/C=C2\C(=O)NC(=S)N(c3ccccc3F)C2=O)s1,·,·,·,12.5%
O=c1c2ccccc2nc(-c2ccc([N+](=O)[O-])cc2)n1-c1ccccc1,·,·,·,8.2%
Cc1ccc(N2C(=O)NC(=O)/C(=C\c3cnc(-c4ccccc4)nc3)C2=O)cc1,·,·,·,1.0%
O=c1[nH]c(=S)n(C2CC2)c(O)c1/C=N/Nc1cccc2ccccc12,·,·,0.3%[1.84 µM],·
Cc1nn(Cc2ccccc2)c(C)c1C(=O)NC1CCCc2ccccc21 (stereo not drawn),·,·,26.2%[1.84 µM],·
O=C(N/N=C/c1c(O)n(Cc2ccc(F)cc2)c(=O)[nH]c1=O)c1ccccc1O,·,·,-12.0%[1.84 µM],·
COc1cccc(NP(=O)(Oc2ccccc2)Oc2ccccc2)c1,·,·,7.4%,·
Cn1c(O)c(/C=C/C=Nc2ccccc2)c(=O)n(C)c1=S,·,·,9.3%[1.84 µM],·
OC(C#CCN1CCOCC1)(c1ccccc1)C1CCCC1 (stereo not drawn),·,·,-10.2%,0.9%
Nc1nnc(CCN2CCCCC2)s1,·,·,-2.3%,-3.5%
C=CCN1C(=O)/C(=C/c2ccc3c(c2)CCCN3CCC)C(=O)NC1=S,·,·,20.8%[1.84 µM],10.7%
COC(=NC1CCCC1)C(O)c1c[nH]c2ccccc12 (stereo not drawn),·,·,-4.7%,-3.9%
CCC(CC)N1CCN(C(=O)Cc2ccccc2)CC1,·,·,-14.5%,0.5%

# Rewritten as labelled records: entries from further up
canonical_smiles: COc1cccc(NP(=O)(Oc2ccccc2)Oc2ccccc2)c1
  NTMT1 inh: ·
  FH mod: ·
  p53null 39C kill: 7.4%
  p53null 32C tox: ·
canonical_smiles: Cn1c(O)c(/C=C/C=Nc2ccccc2)c(=O)n(C)c1=S
  NTMT1 inh: ·
  FH mod: ·
  p53null 39C kill: 9.3%[1.84 µM]
  p53null 32C tox: ·
canonical_smiles: OC(C#CCN1CCOCC1)(c1ccccc1)C1CCCC1 (stereo not drawn)
  NTMT1 inh: ·
  FH mod: ·
  p53null 39C kill: -10.2%
  p53null 32C tox: 0.9%
canonical_smiles: Nc1nnc(CCN2CCCCC2)s1
  NTMT1 inh: ·
  FH mod: ·
  p53null 39C kill: -2.3%
  p53null 32C tox: -3.5%

# Remaining list, next part.
SMILES,NTMT1 inh,FH mod,p53null 39C kill,p53null 32C tox
COc1ccc(C2=NCc3nnc(C)n3-c3ccc(Cl)cc32)cc1Cl,·,·,-21.5%,-6.4%
CC(C)(C)c1nc(NCc2ccc3c(c2)OCO3)c2nnn(Cc3ccccc3Cl)c2n1,·,·,24.6%,6.5%
O=C1NC(c2cccnc2)Nc2sc3c(c21)CCCC3 (stereo not drawn),·,·,11.2%,-1.5%
CC12CN3CN(C1)CC(c1ccccc1)(C3)C2=O,·,·,13.2%,-6.3%
COC(=O)[C@@H]1[C@@H](C(=O)OC)C2(c3ccccc3-c3ccccc32)N(c2ccc(Cl)cc2)N1C#N,·,·,?,22.4µM*
Cc1nn(C)c(C)c1/C=C1/CC2C3CC=C4CC(O)CCC4(C)C3CCC2(C)C1=O (stereo not drawn),·,·,10.8%,-1.3%
COC(=O)C1CN(C#N)N(c2ccc(Cl)cc2)C12c1ccccc1-c1ccccc12 (stereo not drawn),·,·,?,8.91µM*
CCC(C)(C)n1nnnc1CN1CCC(n2c(C)nc3cc(C(F)(F)F)ccc32)CC1,·,·,-4.0%,-10.4%
O=C(Cc1ccccc1)OCn1nnc2ccccc2c1=O,·,·,10.0%,-5.1%
CCCCN1CCC(O)(c2ccccc2)C(C(=O)c2ccccc2)C1 (stereo not drawn),·,·,-3.8%,-1.3%
CCCCC1(CN2CCCC2=O)C(=O)NC(=O)NC1=O,·,·,4.5%,-4.5%
O=C(COc1ccccc1)N1CCN(C2CC3CCC2C3)CC1 (stereo not drawn),·,·,7.8%,-5.0%
Cc1ccc(Cn2c(C)c3cnn(CC(=O)N4CCC5(CC4)OCCO5)c(=O)c3c2C)cc1,·,·,16.6%,15.0%
Cc1ccc(/C=C2\C(=O)NC(=O)N(CCc3ccc(F)cc3)C2=O)o1,·,·,1.9%,1.6%
CCc1ccc(-n2c(O)c(/C=N/NC(=O)c3ccncc3)c(=O)[nH]c2=O)cc1,·,·,15.6%,-10.8%
CCOc1ccc(N=C2SCCCN2C)cc1,·,·,18.1%,0.9%
COc1ccc2c(c1)c(C(=O)O)c(C)n2C(C)C,·,·,5.1%,1.5%
COc1ccccc1OP(=O)(Nc1cccnc1)Oc1ccccc1OC,·,·,-8.2%,-14.8%
Cc1ccccc1-n1c(-c2ccco2)nc2ccccc2c1=O,·,·,-3.7%,0.0%
Cn1c(O)c(C=NCCN2CCNCC2)c(=O)n(C)c1=O,·,·,30.8%,-5.0%
Cc1cccc(-n2c(C)nc3ccccc3c2=O)n1,·,·,18.1%,10.1%
CCCCc1nc2ccccc2c(=O)n1-c1ccc(O)cc1,·,·,18.0%,-1.3%
CC(C)NP(=O)(NC(C)C)OP(=O)(NC(C)C)NC(C)C,·,-4.5%[53.3 µM],·,·
COc1ccc(OC)c(C(O)C(C)N)c1 (stereo not drawn),·,-9.1%[53.3 µM],·,·
CCCN1CCc2cc(O)cc3c2[C@H]1Cc1ccc(O)c(O)c1-3,·,14.1µM*,·,·

# A few values from the entries so far:
# p53null 32C tox, COC(=O)[C@@H]1[C@@H](C(=O)OC)C2(c3ccccc3-c3ccccc32)N(c2ccc(Cl)cc2)N1C#N → 22.4µM*
# p53null 32C tox, CC(C)(C)c1nc(NCc2ccc3c(c2)OCO3)c2nnn(Cc3ccccc3Cl)c2n1 → 6.5%
# p53null 32C tox, Cn1c(O)c(C=NCCN2CCNCC2)c(=O)n(C)c1=O → -5.0%
# p53null 39C kill, CCCCc1nc2ccccc2c(=O)n1-c1ccc(O)cc1 → 18.0%

# Additional compounds:
SMILES,NTMT1 inh,FH mod,p53null 39C kill,p53null 32C tox
CC(C)(C)OC(=O)NC1[C@H]2CNC[C@@H]12 (stereo partly drawn),·,-0.8%[53.3 µM],·,·
C[C@@H]1O[C@@H](O[C@H]2C[C@@H](O)[C@]3(CO)[C@@H]4C(CC[C@]3(O)C2)[C@@]2(O)CC[C@H]([C@@H]3COC(=O)C3)[C@@]2(C)C[C@H]4O)[C@H](O)[C@H](O)[C@H]1O (stereo partly drawn),·,-12.7%[53.3 µM],·,·
O=C1CC[C@@]2(O)C3Cc4ccc(O)c5c4C2(CCN3CC2CC2)[C@H]1O5 (stereo partly drawn),·,-10.3%[53.3 µM],·,·
NCCc1ccc(S(=O)(=O)F)cc1,·,-11.6%[53.3 µM],·,·
C[C@H](N)CN1CCc2ccc(Br)cc21,·,?,·,·
NC(=O)CN1CC(O)CC1=O (stereo not drawn),·,2.2%[53.3 µM],·,·
Oc1ccc2c3c1O[C@H]1c4[nH]c5ccccc5c4C[C@@]4(O)C(C2)N(CC2CC2)CCC314 (stereo partly drawn),·,-18.6%[53.3 µM],·,·
C=CCN1C[C@@H](C)N([C@H](c2ccc(C(=O)N(CC)CC)cc2)c2cccc(OC)c2)C[C@@H]1C,·,-18.7%[53.3 µM],·,·
C[C@@H](N)Cc1cnc[nH]1,·,-12.5%[53.3 µM],·,·
O=C1C=CC(=O)C=C1,·,-8.3%[53.3 µM],·,·
NC(CCCCCP(=O)(O)O)C(=O)O (stereo not drawn),·,-13.0%[53.3 µM],·,·
NCC(CP(=O)(O)O)c1ccc(Cl)cc1 (stereo not drawn),·,-16.5%[53.3 µM],·,·
CCOC(=O)c1ncn2c1[C@@H]1CCCN1C(=O)c1cc(OC)ccc1-2,·,-17.2%[53.3 µM],·,·
O=[N+]([O-])/C=C/c1ccc2c(c1)OCO2,·,?,·,·
CC(=O)[C@H]1CCC2C3CC[C@H]4C[C@H](O)CC[C@]4(C)C3CC[C@@]21C (stereo partly drawn),·,-16.8%[53.3 µM],·,·
O=[N+]([O-])c1ccc2nc(N3CCNCC3)ccc2c1,·,-17.5%[53.3 µM],·,·
N#Cc1c(-c2cc(F)cc(-c3no[n+]([O-])c3C#N)c2)no[n+]1[O-],?,·,·,·
CCc1nn2c(=O)c(C)c(N3CCNCC3)nc2s1,?,·,·,·
CCOc1ccc(CCNC(=O)c2cc3cccnc3n2Cc2cccc(C)n2)cc1OCC,2.8%,·,·,·
C[C@@H]1CC[C@@]2(OC1)O[C@H]1C[C@H]3[C@@H]4CC=C5C[C@@H](O[C@@H]6O[C@H](CO)[C@@H](O[C@@H]7O[C@@H](C)[C@H](O)[C@@H](O)[C@H]7O)[C@H](O)[C@H]6O[C@@H]6O[C@@H](C)[C@H](O)[C@@H](O)[C@H]6O)CC[C@]5(C)[C@H]4CC[C@]3(C)[C@H]1[C@@H]2C,-0.9%,·,·,·
COC12C(COC(N)=O)C3=C(C(=O)C(C)=C(N)C3=O)N1CC1C2N1C (stereo not drawn),-10.5%,·,·,·
CN1CC[C@@]2(C)c3cc(O)ccc3N(C)C2O1 (stereo partly drawn),?,·,·,·
C[C@]12COC(=O)C[C@@H]1CC[C@@H]1[C@@H]2CC[C@@]2(C)[C@H]1CC[C@]2(C)O,2.1%,·,·,·
O=C(O)CNC(=O)C1C(=O)N(C2CCCCC2)C(=O)N(C2CCCCC2)C1=O,9.8%,·,·,·
CCOc1ccc(CCNC(=O)c2cc3cccnc3n2Cc2cccc(C)c2)cc1OCC,9.6%,·,·,·
CC(=O)OC[C@H]1O[C@@H]([S-])[C@H](OC(C)=O)[C@@H](OC(C)=O)[C@@H]1OC(C)=O.CC[PH+](CC)CC.[Au],10µM*,·,·,·

# Compound profiles, as listed above:
# Cc1nn(Cc2ccccc2)c(C)c1C(=O)NC1CCCc2ccccc21 (stereo not drawn) is entered as NTMT1 inh: ·; FH mod: ·; p53null 39C kill: 26.2%[1.84 µM]; p53null 32C tox: ·
# Nc1nnc(CCN2CCCCC2)s1 is entered as NTMT1 inh: ·; FH mod: ·; p53null 39C kill: -2.3%; p53null 32C tox: -3.5%
# COC(=O)C1CN(C#N)N(c2ccc(Cl)cc2)C12c1ccccc1-c1ccccc12 (stereo not drawn) is entered as NTMT1 inh: ·; FH mod: ·; p53null 39C kill: ?; p53null 32C tox: 8.91µM*
